# High-throughput results deposited in PubChem BioAssay by School of Medicine, Indiana University.
# FECH inh: human FECH heme synthesis enzyme inhibition. purified FECH, Ni-mesoporphyrin absorbance 550 nm. calls only at 10 µM (by protocol). P22830. actives 3.3% (n = 20,000);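 active = enzyme reaction rate more than 3 SD below the solvent-only control wells on the same plate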;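 note: lower slope than DMSO wells means FECH inhibition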
# Target sequence (P22830 whole entry, looked up): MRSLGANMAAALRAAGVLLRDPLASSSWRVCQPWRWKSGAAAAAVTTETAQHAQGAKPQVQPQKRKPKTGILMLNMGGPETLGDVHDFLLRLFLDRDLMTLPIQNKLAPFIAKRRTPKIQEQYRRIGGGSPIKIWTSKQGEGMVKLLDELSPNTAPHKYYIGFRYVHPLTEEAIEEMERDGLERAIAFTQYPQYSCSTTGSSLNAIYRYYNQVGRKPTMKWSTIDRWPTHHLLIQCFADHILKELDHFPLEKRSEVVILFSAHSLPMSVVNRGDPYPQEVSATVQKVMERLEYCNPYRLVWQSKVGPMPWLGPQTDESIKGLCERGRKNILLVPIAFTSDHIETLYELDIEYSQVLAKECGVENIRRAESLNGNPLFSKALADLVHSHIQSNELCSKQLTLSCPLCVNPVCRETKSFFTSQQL
# Calls only; i = inactive; + = active, no number.
Compound	FECH inh
COc1cccc(-c2noc(CSCC(=O)N3CCc4ccccc43)n2)c1	i
COC(=O)CC1=CC(=O)N(CC(=O)Nc2ccc(F)c(Cl)c2)c2ccccc2N1	i
Cc1c(Cl)cccc1Nc1c(-c2ccc3c(c2)CCCC3)c(=O)c1=O	i
Cc1ccc(-c2nnc(-c3nc(N4CCOCC4)c4ccccc4n3)o2)cc1	i
CCC(CC)C(=O)Nc1cccc(OCc2cc(=O)n3ccc(C)cc3n2)c1	i
Cc1ccc(CN2CCCN(CC(=O)N3CCCC(C)C3)S2(=O)=O)cc1 (configuration not stated)	i
CCc1cccc(C)c1NC(=O)CSC1=NS(=O)(=O)c2ccccc2N1CC	+
CCOC(=O)Cn1c(=O)n(-c2ccc(C)c(C)c2)c2nc(-c3ccc(F)c(F)c3)nc(C(N)=O)c21	i
NS(=O)(=O)c1ccc(CCNC(=O)CCN2C(=O)c3cccnc3Sc3ccccc32)cc1	+
CN(C)S(=O)(=O)CCn1cnnc1	i
CCCc1ccc(S(=O)(=O)N2CCC(n3c(C(F)(F)F)nc4cccnc43)CC2)cc1	i
CC(Nc1ccccc1)(C(=O)N1CCn2cncc2C1)c1ccccc1 (configuration not stated)	i
O=c1[nH]nc(Cc2cccnc2)n1Cc1ccc(Cl)cc1Cl	i
Cc1ccccc1C(CNC(=O)c1cn2cccnc2n1)N(C)C (configuration not stated)	i
NS(=O)(=O)c1ccc(CCNC(=O)C2CCN(c3nc4ccccc4n3Cc3ccccc3F)CC2)cc1	i
CC(=O)NCC(=O)N1CCC(c2nc(-c3ccc(C)cc3)no2)CC1	i
CC(C)c1cc(NCc2cccnc2N2CCN(c3ccccn3)CC2)ncn1	i
CCOc1ccc(CNC(=O)CCCc2nc3cccnc3n2Cc2ccc(C)cc2)cc1	i
CCn1c(C2CCN(C(=O)Cc3ccccn3)CC2)nn(C)c1=O	i
COc1cccc(Nc2nc(N3CCC(Cc4ccccc4)CC3)nc3c2cnn3-c2ccccc2)c1	i
COc1ccc(NC(=O)CN2CCCN(Cc3ccccc3Cl)S2(=O)=O)cc1Cl	+
Cc1ccc(Nc2c(-c3ccc4c(c3)CCCC4)c(=O)c2=O)cc1C	i
CC1(C)CC1(CNC1CCSCC1)c1ccccc1 (configuration not stated)	i
CCOc1ccc(-c2nc(Cn3c(=O)c4cnc(-c5ccc(OC)cc5)nc4n(C)c3=O)c(C)o2)cc1	i
Cc1cccc(Cn2c(CNS(=O)(=O)c3ccc(C(C)C)cc3)nc3cccnc32)c1	i
CN1CC(=O)N(CC(=O)NCCc2nc3ccc(F)cc3[nH]2)c2ccccc2C1=O	i
COCCn1c(CNS(=O)(=O)c2ccc(NC(C)=O)cc2)nc2cccnc21	i
CCCc1cc(C(=O)N2CCCC(c3[nH]ncc3-c3ccccc3)C2)ccn1 (configuration not stated)	i
CN1CCN(c2nc(Nc3cccc(F)c3)c3cnn(-c4ccccc4)c3n2)CC1	i
Cc1ccccc1S(=O)(=O)NCCn1c(-c2ccc(F)cc2)nc2cccnc21	i

# Next section.
Compound	FECH inh
Cc1cccc(Cc2nnc(NC(=O)N(C)Cc3ccco3)s2)c1	i
CCC1CCC(C(=O)NCC(=O)N2CCC(CN)C2)CC1 (configuration not stated)	i
CNc1ncc(CN(C)c2nccc(N3CCCC(O)C3)n2)cn1 (configuration not stated)	i
CCOC(=O)c1ccc(NS(=O)(=O)c2cc(N3C(=O)CCS3(=O)=O)ccc2C)cc1	i
CCc1nn(C)c(NC(=O)c2ccc(CN3CCNC(=O)C3C)cc2)c1CC (configuration not stated)	i
Cc1cc(C)c(S(=O)(=O)NCCn2c(-c3ccccc3)nc3cccnc32)cc1C	i
CN1C(=O)c2cc(C(=O)NCc3ccccc3F)nn2CC1(C)C(=O)NCc1ccc(F)cc1 (configuration not stated)	i
O=C(CN1CCN(Cc2ccc(F)cc2Cl)S1(=O)=O)Nc1ccc2c(c1)OCCO2	i
CCOc1ccc(CNC(=O)CN2C(=O)CN(C)C(=O)c3ccccc32)cc1OC	i
CNc1ncccc1CN1C[C@H](N(C)C)C[C@H]1CO	i
CCC1c2cccn2CCN1S(=O)(=O)NCc1ccccc1 (configuration not stated)	i
COc1ccc(-c2cc(N3CCN(C(=O)Nc4cc(C)cc(C)c4)CC3)ncn2)cc1	i
O=C(O)c1cc(NS(=O)(=O)c2cccc(F)c2)cnc1N(Cc1ccccc1)Cc1ccccc1	i
CCc1cc(Sc2ccc(NC(=O)Nc3cccc(F)c3)cc2)n2nc(C)nc2n1	i
Cc1ncc(CC(=O)N2CC[C@@H](c3ccc4ccccc4c3)[C@H](O)C2)c(=O)[nH]1	i
Cc1nnc(CN(C)Cc2cccc(C(=O)Nc3ccc4c(c3)OCO4)c2)o1	i
Cc1ccncc1C(=O)N1CCOc2c(O)cc(-c3cccc(Cl)c3)cc2C1	i
Cc1cc(C)c(CN2CCCN(Cc3ccc(Cl)cc3)S2(=O)=O)c(C)c1	i
CC(=O)c1ccc(NC(=O)C2CC(=O)NC(N3CCCCC3)=N2)cc1 (configuration not stated)	i
Cc1cccc(Nc2nc(N(C)CCO)nc3c2cnn3-c2ccccc2)c1	i

# Gathered by group: the entries above containing a halogen.
Compound	FECH inh
COC(=O)CC1=CC(=O)N(CC(=O)Nc2ccc(F)c(Cl)c2)c2ccccc2N1	i
Cc1c(Cl)cccc1Nc1c(-c2ccc3c(c2)CCCC3)c(=O)c1=O	i
CCOC(=O)Cn1c(=O)n(-c2ccc(C)c(C)c2)c2nc(-c3ccc(F)c(F)c3)nc(C(N)=O)c21	i
CCCc1ccc(S(=O)(=O)N2CCC(n3c(C(F)(F)F)nc4cccnc43)CC2)cc1	i
O=c1[nH]nc(Cc2cccnc2)n1Cc1ccc(Cl)cc1Cl	i
NS(=O)(=O)c1ccc(CCNC(=O)C2CCN(c3nc4ccccc4n3Cc3ccccc3F)CC2)cc1	i
COc1ccc(NC(=O)CN2CCCN(Cc3ccccc3Cl)S2(=O)=O)cc1Cl	+
CN1CC(=O)N(CC(=O)NCCc2nc3ccc(F)cc3[nH]2)c2ccccc2C1=O	i
CN1CCN(c2nc(Nc3cccc(F)c3)c3cnn(-c4ccccc4)c3n2)CC1	i
Cc1ccccc1S(=O)(=O)NCCn1c(-c2ccc(F)cc2)nc2cccnc21	i
CN1C(=O)c2cc(C(=O)NCc3ccccc3F)nn2CC1(C)C(=O)NCc1ccc(F)cc1 (configuration not stated)	i
O=C(CN1CCN(Cc2ccc(F)cc2Cl)S1(=O)=O)Nc1ccc2c(c1)OCCO2	i
O=C(O)c1cc(NS(=O)(=O)c2cccc(F)c2)cnc1N(Cc1ccccc1)Cc1ccccc1	i
CCc1cc(Sc2ccc(NC(=O)Nc3cccc(F)c3)cc2)n2nc(C)nc2n1	i
Cc1ccncc1C(=O)N1CCOc2c(O)cc(-c3cccc(Cl)c3)cc2C1	i
Cc1cc(C)c(CN2CCCN(Cc3ccc(Cl)cc3)S2(=O)=O)c(C)c1	i

# An excerpt; count on the stated rates, not on these rows.
